# Assay outcomes from PubChem.
# TcdB inh – TcdB glycohydrolase inhibitors, primary screen, biochemical, single point, plate reader | actives 0.24% (n = 350,000) | inhibition, % at 9.99 µM | AID 652162, 2013 | TcdB glycohydrolase enzymatic assay; in the data active = inhibition above about 10%
# Target sequence (P18177 whole entry, looked up): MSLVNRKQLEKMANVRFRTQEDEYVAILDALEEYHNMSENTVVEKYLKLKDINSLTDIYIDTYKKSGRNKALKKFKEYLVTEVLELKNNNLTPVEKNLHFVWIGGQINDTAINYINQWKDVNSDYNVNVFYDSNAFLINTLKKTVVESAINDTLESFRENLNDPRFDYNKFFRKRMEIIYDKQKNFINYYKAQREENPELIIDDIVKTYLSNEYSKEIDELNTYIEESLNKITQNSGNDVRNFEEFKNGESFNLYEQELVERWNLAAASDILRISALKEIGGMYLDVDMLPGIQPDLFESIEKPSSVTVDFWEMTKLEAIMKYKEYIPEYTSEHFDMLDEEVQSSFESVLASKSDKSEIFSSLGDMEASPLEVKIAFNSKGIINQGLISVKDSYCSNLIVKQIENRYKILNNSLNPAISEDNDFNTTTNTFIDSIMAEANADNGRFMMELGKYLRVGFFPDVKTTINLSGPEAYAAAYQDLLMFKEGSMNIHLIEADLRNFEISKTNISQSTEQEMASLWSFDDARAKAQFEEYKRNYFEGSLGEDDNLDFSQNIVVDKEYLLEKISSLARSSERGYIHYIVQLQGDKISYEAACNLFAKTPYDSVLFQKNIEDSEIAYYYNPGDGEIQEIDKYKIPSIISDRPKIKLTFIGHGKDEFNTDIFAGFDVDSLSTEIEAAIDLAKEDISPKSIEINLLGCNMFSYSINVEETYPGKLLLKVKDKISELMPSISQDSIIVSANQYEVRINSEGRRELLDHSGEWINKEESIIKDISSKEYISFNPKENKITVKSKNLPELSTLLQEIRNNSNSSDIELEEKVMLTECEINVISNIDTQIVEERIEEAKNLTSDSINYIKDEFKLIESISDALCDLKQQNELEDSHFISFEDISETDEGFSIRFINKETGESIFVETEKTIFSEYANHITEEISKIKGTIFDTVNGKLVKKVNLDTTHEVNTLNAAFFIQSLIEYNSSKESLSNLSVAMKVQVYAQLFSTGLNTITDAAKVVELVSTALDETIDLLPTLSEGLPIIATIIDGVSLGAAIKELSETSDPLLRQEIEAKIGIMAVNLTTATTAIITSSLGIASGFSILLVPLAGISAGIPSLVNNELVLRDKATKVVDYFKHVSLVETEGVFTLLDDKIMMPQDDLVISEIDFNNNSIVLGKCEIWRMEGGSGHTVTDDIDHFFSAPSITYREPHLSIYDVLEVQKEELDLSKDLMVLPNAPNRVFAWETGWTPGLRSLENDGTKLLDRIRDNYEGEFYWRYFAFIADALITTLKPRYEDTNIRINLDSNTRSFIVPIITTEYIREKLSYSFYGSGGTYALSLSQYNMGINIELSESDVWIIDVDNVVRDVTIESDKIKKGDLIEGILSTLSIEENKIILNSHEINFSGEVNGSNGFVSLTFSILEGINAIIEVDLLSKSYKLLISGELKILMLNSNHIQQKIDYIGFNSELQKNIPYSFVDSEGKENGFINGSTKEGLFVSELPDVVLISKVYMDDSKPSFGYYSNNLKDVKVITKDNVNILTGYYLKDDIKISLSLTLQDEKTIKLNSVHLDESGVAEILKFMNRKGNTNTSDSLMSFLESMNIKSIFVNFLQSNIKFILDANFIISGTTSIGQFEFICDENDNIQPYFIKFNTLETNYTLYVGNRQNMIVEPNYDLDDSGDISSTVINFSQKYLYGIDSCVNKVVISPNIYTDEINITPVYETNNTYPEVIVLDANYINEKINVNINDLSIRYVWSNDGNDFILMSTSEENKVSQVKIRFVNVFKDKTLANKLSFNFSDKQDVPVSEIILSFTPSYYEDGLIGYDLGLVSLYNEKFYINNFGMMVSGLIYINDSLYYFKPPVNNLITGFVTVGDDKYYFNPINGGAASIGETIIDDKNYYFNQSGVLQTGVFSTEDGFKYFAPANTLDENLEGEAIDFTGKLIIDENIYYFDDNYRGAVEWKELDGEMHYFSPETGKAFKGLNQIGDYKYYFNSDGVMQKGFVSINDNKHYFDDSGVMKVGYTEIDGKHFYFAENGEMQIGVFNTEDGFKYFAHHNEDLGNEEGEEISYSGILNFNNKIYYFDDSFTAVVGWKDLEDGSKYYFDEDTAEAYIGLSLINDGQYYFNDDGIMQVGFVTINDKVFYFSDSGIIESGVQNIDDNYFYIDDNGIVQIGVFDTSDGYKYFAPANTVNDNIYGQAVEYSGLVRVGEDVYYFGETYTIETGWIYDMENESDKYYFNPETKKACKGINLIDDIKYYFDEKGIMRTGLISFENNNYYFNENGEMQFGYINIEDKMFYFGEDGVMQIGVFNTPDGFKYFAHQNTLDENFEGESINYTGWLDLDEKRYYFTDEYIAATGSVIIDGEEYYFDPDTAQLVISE
# * marks the source's active call; other numbers are inactive results. The list is partial; rates above refer to the full screens.
smiles | TcdB inh
O=C(C[C@H]1CC[C@H](NC(=O)C2CCC2)[C@H](CO)O1)NCC1CC1 | -1.5
C[C@@H]1CN([C@H](C)CO)S(=O)(=O)c2ccc(-c3ccc(F)cc3)cc2O[C@H]1CN(C)S(C)(=O)=O | 0.4
CN(C)C(=O)C[C@@H]1C[C@H]2c3cc(NC(=O)C4CCOCC4)ccc3O[C@H]2[C@H](CO)O1 | -1.3
Cc1noc(C)c1NC(=O)N(C)C[C@H]1Oc2ncc(C#CC3CC3)cc2C(=O)N([C@H](C)CO)C[C@@H]1C | -0.1
Cc1noc(C)c1S(=O)(=O)Nc1ccc2c(c1)C(=O)N([C@@H](C)CO)C[C@H](C)[C@@H](CN(C)C(=O)c1ccncc1)OCCCC[C@H](C)O2 | 0.0
COc1ccc(S(=O)(=O)N(C)C[C@H]2Oc3ccc(NC(=O)Nc4ccc5c(c4)OCO5)cc3CC(=O)N([C@@H](C)CO)C[C@H]2C)cc1 | 0.6
COc1ccc(CN(C)C[C@@H]2Oc3ccc(NC(=O)Nc4ccc(F)cc4)cc3CC(=O)N([C@H](C)CO)C[C@@H]2C)cc1 | -1.6
CO[C@H](CN(C)C(=O)C1CCOCC1)[C@@H](C)CN([C@H](C)CO)S(=O)(=O)c1ccccc1 | -0.4
CCCNC(=O)N1C[C@@H](O)COC[C@@H]2O[C@H](CC(=O)N[C@H]3CCN(Cc4ccccc4)C3)CC[C@H]21 | -9.0
CCCNC(=O)[C@@H]1[C@@H](CO)[C@@H]2Cn3c(cccc3=O)[C@@H]2N1CC1CCCCC1 | -1.9
COc1ccccc1-c1ccc([C@H]2[C@@H](CO)N(C(=O)NC3CCCCC3)[C@H]2C#N)cc1 | -0.4
CNC[C@@H]1Oc2ccc(NC(=O)Nc3ccc4c(c3)OCO4)cc2CC(=O)N([C@@H](C)CO)C[C@@H]1C | -0.8
COc1cccc(-c2ccc3c(c2)[C@@H]2[C@@H](CCN2C(=O)CN2CCOCC2)[C@H](CO)N3)c1 | 3.7
Cc1ccccc1S(=O)(=O)N(C)C[C@@H]1OCc2ccccc2-c2ccccc2C(=O)N([C@@H](C)CO)C[C@H]1C | 4.3
CCCN(C)C[C@@H]1Oc2cc(C#CC(C)(C)O)ccc2S(=O)(=O)N([C@H](C)CO)C[C@@H]1C | 0.3
C[C@@H]1CN([C@H](C)CO)C(=O)Cc2cc(NC(=O)CCN3CCOCC3)ccc2O[C@@H]1CN(C)Cc1ccc(-c2ccccc2)cc1 | 2.5
C[C@H](CO)N1C[C@H](C)[C@H](CN(C)Cc2ccc(Oc3ccccc3)cc2)OCc2ccccc2-c2ccccc2C1=O | 1.1
COc1cccc(S(=O)(=O)N[C@@H]2CC[C@@H](CCn3cc(-c4ccccc4)nn3)O[C@@H]2CO)c1 | -0.4
C[C@H](CO)N1C[C@H](C)[C@H](CN(C)C(=O)c2ccccc2F)Oc2ncc(C#Cc3ccccc3)cc2C1=O | 0.3
Cc1noc(C)c1S(=O)(=O)N(C)C[C@H]1Oc2c(NC(=O)C3CCCCC3)cccc2C(=O)N([C@@H](C)CO)C[C@H]1C | -0.4
Cc1ccc(-c2ccc3c(c2)O[C@@H](CN(C)Cc2ccncc2)[C@H](C)CN([C@@H](C)CO)S3(=O)=O)cc1 | -2.1
C[C@@H]1CN([C@H](C)CO)S(=O)(=O)c2ccc(C3=CCCC3)cc2O[C@H]1CN(C)C | -0.7
C[C@@H]1CN([C@H](C)CO)S(=O)(=O)c2ccc(-c3ccncc3)cc2O[C@@H]1CN(C)Cc1cccnc1 | 0.2
C[C@H]1CCCCO[C@H](CN(C)Cc2ccncc2)[C@@H](C)CN([C@@H](C)CO)C(=O)c2cc(NS(C)(=O)=O)ccc2O1 | -0.5
COc1ccc(NC(=O)Nc2cccc3c2O[C@@H](CN(C)Cc2ccc(C(=O)O)cc2)[C@H](C)CN([C@@H](C)CO)C3=O)cc1 | -0.6

# 7 entries already listed, arranged by formula weight, high to low:
smiles | TcdB inh
Cc1noc(C)c1S(=O)(=O)Nc1ccc2c(c1)C(=O)N([C@@H](C)CO)C[C@H](C)[C@@H](CN(C)C(=O)c1ccncc1)OCCCC[C@H](C)O2 | 0.0
C[C@H](CO)N1C[C@H](C)[C@H](CN(C)Cc2ccc(Oc3ccccc3)cc2)OCc2ccccc2-c2ccccc2C1=O | 1.1
C[C@@H]1CN([C@H](C)CO)S(=O)(=O)c2ccc(-c3ccncc3)cc2O[C@@H]1CN(C)Cc1cccnc1 | 0.2
CO[C@H](CN(C)C(=O)C1CCOCC1)[C@@H](C)CN([C@H](C)CO)S(=O)(=O)c1ccccc1 | -0.4
CN(C)C(=O)C[C@@H]1C[C@H]2c3cc(NC(=O)C4CCOCC4)ccc3O[C@H]2[C@H](CO)O1 | -1.3
CCCNC(=O)[C@@H]1[C@@H](CO)[C@@H]2Cn3c(cccc3=O)[C@@H]2N1CC1CCCCC1 | -1.9
O=C(C[C@H]1CC[C@H](NC(=O)C2CCC2)[C@H](CO)O1)NCC1CC1 | -1.5

# New compounds follow:
smiles | TcdB inh
C[C@@H]1CN([C@H](C)CO)C(=O)Cc2cc(NC(=O)Nc3ccc(C(F)(F)F)cc3)ccc2O[C@H]1CN(C)S(=O)(=O)c1cccs1 | -0.3
C[C@H](NC(=O)C[C@H]1C=C[C@@H](NC(=O)C2CCC2)[C@H](CO)O1)c1ccccc1 | -9.9
CO[C@@H]1CN(C)C(=O)c2ccc(NC(C)=O)cc2OC[C@@H](C)N(S(=O)(=O)c2cn(C)cn2)C[C@H]1C | -0.9
O=C(C[C@H]1CC[C@H]2[C@@H](COC[C@@H](O)CN2S(=O)(=O)c2cccc(F)c2)O1)Nc1ccccc1 | 0.9
C=CC1CN(S(=O)(=O)c2ccc(Br)cc2)C(=O)N1c1ccc(Br)cc1 (stereo unspecified) | 0.8
Cc1ccc(-c2ccc([C@H]3[C@H]4CN(C(=O)Nc5ccc(F)cc5)CC(=O)N4[C@H]3CO)cc2)cc1 | 0.5
C[C@@H]1CN([C@H](C)CO)C(=O)Cc2cc(NC(=O)CCC(F)(F)F)ccc2O[C@H]1CN(C)Cc1ccc(Cl)c(Cl)c1 | 0.1
COc1ccc(-c2cnc3c(c2)C(=O)N([C@H](C)CO)C[C@H](C)[C@H](CN(C)C(=O)NC2CCCCC2)O3)cc1 | 1.1
COc1cccc(-c2ccc3c(c2)O[C@@H](CN(C)C(=O)C2CCOCC2)[C@@H](C)CN([C@H](C)CO)S3(=O)=O)c1 | 0.9
COc1ccc(NC(=O)Nc2ccc3c(c2)[C@H]2C[C@H](CC(=O)O)O[C@H](CO)[C@H]2O3)cc1 | 0.0
N#C[C@@H]1[C@@H](c2ccc(C3=CCCC3)cc2)[C@H](CO)N1C(=O)C1CCC1 | -0.8
C[C@H]1CN([C@@H](C)CO)C(=O)c2cc(NC(=O)Nc3cccc4ccccc34)ccc2O[C@@H]1CN(C)S(=O)(=O)c1ccccc1 | -1.0
COCC(=O)N1[C@@H](C#N)[C@@H](c2ccccc2-c2ccccc2)[C@@H]1CO | -1.2
C[C@@H]1CN([C@@H](C)CO)C(=O)Cc2cc(NS(=O)(=O)c3ccc(F)cc3)ccc2O[C@@H]1CN(C)C(=O)Nc1ccccc1 | 0.1
C[C@@H]1CN([C@H](C)CO)C(=O)c2cc(C#CC3(O)CCCC3)cnc2O[C@@H]1CN(C)Cc1ccccc1 | 0.9
C[C@@H]1CN([C@H](C)CO)C(=O)c2cccc(NC(=O)C3CC3)c2O[C@@H]1CN(C)Cc1ccc2c(c1)OCO2 | 0.7
Cc1ccccc1-c1cnc2c(c1)C(=O)N([C@@H](C)CO)C[C@@H](C)[C@H](CN(C)Cc1ccncc1)O2 | 0.6
CCC(=O)Nc1ccc2c(c1)OC[C@@H](C)N(C(=O)c1ccncc1)C[C@@H](C)[C@H](OC)CN(C)C2=O | 0.5
Cc1ccc(S(=O)(=O)Nc2ccc3c(c2)CC(=O)N([C@@H](C)CO)C[C@H](C)[C@@H](CN(C)C(=O)Nc2ccccc2)O3)cc1 | 0.1
O=C(C[C@@H]1C=C[C@H](NC(=O)Nc2cc(F)ccc2F)[C@H](CO)O1)NCc1ccncn1 | 0.7
CC(C)NC(=O)Nc1ccc2c(c1)C(=O)N([C@H](C)CO)C[C@H](C)[C@@H](CN(C)C(=O)NC(C)C)OCCCC[C@@H](C)O2 | 0.8
COc1cccc(CNC(=O)C[C@@H]2CC[C@@H]3[C@@H](COc4ccc(NC(=O)c5cccs5)cc4C(=O)N3C)O2)c1 | 0.4
C[C@H]1CN([C@@H](C)CO)C(=O)c2cc(NC(=O)CCC(F)(F)F)ccc2O[C@@H]1CN(C)S(C)(=O)=O | -0.3
O=C(C[C@@H]1C[C@H]2c3cc(NC(=O)NC4CCCC4)ccc3O[C@H]2[C@@H](CO)O1)NCc1ccccn1 | -0.6
C[C@@H]1CN([C@H](C)CO)C(=O)c2cc(NC(=O)CCN3CCOCC3)ccc2O[C@H]1CN(C)S(=O)(=O)c1cn(C)cn1 | 0.6

# Continued, starting with the last two of the part before.
smiles | TcdB inh
O=C(C[C@@H]1C[C@H]2c3cc(NC(=O)NC4CCCC4)ccc3O[C@H]2[C@@H](CO)O1)NCc1ccccn1 | -0.6
C[C@@H]1CN([C@H](C)CO)C(=O)c2cc(NC(=O)CCN3CCOCC3)ccc2O[C@H]1CN(C)S(=O)(=O)c1cn(C)cn1 | 0.6
Cc1ccc(S(=O)(=O)Nc2ccc3c(c2)C(=O)N([C@@H](C)CO)C[C@H](C)[C@@H](CN(C)C(=O)NC2CCCCC2)O3)cc1 | 0.1
CN(C)CC(=O)N1CC2(C1)[C@H](c1ccccc1)[C@@H](CO)N2S(=O)(=O)c1ccccc1 | 0.0
CCC(=O)N1C[C@@H](C)[C@H](OC)CN(C)C(=O)c2ccc(NC(=O)NC(C)C)cc2OC[C@@H]1C | -0.4
Cc1noc(C)c1NC(=O)Nc1ccc2c(c1)CC(=O)N([C@H](C)CO)C[C@H](C)[C@@H](CN(C)Cc1ccc(C(F)(F)F)cc1)O2 | 0.7
C[C@@H]1CN([C@@H](C)CO)C(=O)c2cc(NC(=O)Cc3ccccc3)ccc2O[C@@H](C)CCCCO[C@@H]1CN(C)CC1CCCCC1 | 1.1
CN(C)CC(=O)N1[C@@H]2Cn3c(cccc3=O)[C@H]1[C@@H](C(=O)NCc1ccccc1)[C@@H]2CO | -1.7
COc1ccc(C[C@H]2CCn3cc(nn3)COC[C@@H](C(C)C)NC2=O)cc1 | -0.9
O=C(C[C@H]1CC[C@@H]2[C@H](COC[C@H](O)CN2Cc2cc(F)cc(F)c2)O1)NCc1cccc(F)c1 | -2.2
C[C@H](CO)N1C[C@H](C)[C@@H](CN(C)C(=O)C2CC2)Oc2ncc(-c3cccnc3)cc2C1=O | -1.9
CCN1[C@@H]2c3ccc(-c4cncnc4)c(=O)n3C[C@@H]2[C@@H](CO)[C@@H]1C(=O)OC | 1.6
C[C@@H]1CN([C@H](C)CO)C(=O)c2cc(C3=CCCC3)cnc2O[C@H]1CN(C)C(=O)C1CCCCC1 | 0.4
O=C(C[C@H]1CC[C@@H]2[C@H](COC[C@@H](O)CN2Cc2ccccc2F)O1)N[C@H]1CCN(Cc2ccccc2)C1 | -1.0
COc1ccccc1CNC(=O)C[C@H]1CC[C@H]2[C@H](COc3ccc(NC(=O)Nc4ccc(F)c(F)c4)cc3C(=O)N2C)O1 | 0.6
CO[C@H]1CN(C)C(=O)c2cc(NS(C)(=O)=O)ccc2OC[C@H](C)N(C(=O)C2CCCC2)C[C@H]1C | 0.7
COc1ccc([C@H]2C[C@H]3C(Br)=CC2C(=O)[C@]32CO2)cc1OC | 0.5
COc1cccc(S(=O)(=O)N[C@@H]2CC[C@@H](CC(=O)NCc3ccncc3)O[C@H]2CO)c1 | 0.1
C[C@H](CO)N1C[C@H](C)[C@H](CN(C)C(=O)NC2CCCCC2)OCCCC[C@H](C)Oc2ccc(NC(=O)Nc3ccccc3)cc2C1=O | 0.8
Cc1noc(C)c1NC(=O)N(C)C[C@H]1OCCCC[C@@H](C)Oc2ccc(NC(=O)Nc3ccc(C(F)(F)F)cc3)cc2C(=O)N([C@H](C)CO)C[C@@H]1C | -0.7
O=C([C@H]1[C@H](CO)[C@H]2Cn3c(cccc3=O)[C@@H]1N2Cc1ccccc1)N1CCCCC1 | 0.4
CS(=O)(=O)N1CCCCN2[C@H](CO)[C@H](c3ccc(Br)cc3)[C@H]2C1 | 0.1
C[C@@H]1CN([C@@H](C)CO)C(=O)c2cc(NC(=O)Nc3ccc(F)cc3)ccc2O[C@@H](C)CCCCO[C@@H]1CN(C)C(=O)C1CCCCC1 | -0.3
COCC(=O)N(C)C[C@H]1Oc2ncc(C#Cc3ccccc3)cc2C(=O)N([C@H](C)CO)C[C@@H]1C | -0.1
C[C@H]1CN([C@@H](C)CO)C(=O)c2cc(NC(=O)Nc3ccccc3)ccc2O[C@@H]1CN(C)Cc1ccc(Cl)c(Cl)c1 | -0.2
COc1ccc(NC(=O)Nc2cccc3c2O[C@@H](CN(C)Cc2ccncc2)[C@@H](C)CN([C@H](C)CO)C3=O)cc1 | 0.8
COc1ccc2c3c(n(C)c2c1)[C@H](CO)N(S(=O)(=O)c1ccc(C)cc1)CC31CN(C(=O)c2ccccn2)C1 | 0.9
CC(C)NC(=O)Nc1cccc2c1O[C@@H](CN(C)C(=O)Nc1ccccc1)[C@@H](C)CN([C@H](C)CO)C2=O | -1.7
C[C@@H]1CN([C@H](C)CO)S(=O)(=O)c2ccc(-c3ccc(F)cc3)cc2O[C@@H]1CN(C)S(C)(=O)=O | -0.5
CC(C)NC(=O)N[C@H]1CC[C@@H](CCNS(=O)(=O)c2ccc(F)cc2)O[C@@H]1CO | -0.6
C[C@@H]1CN([C@H](C)CO)C(=O)Cc2cc(NC(=O)NC3CCCCC3)ccc2O[C@H]1CN(C)Cc1ccc(C(=O)O)cc1 | -1.1
C[C@@H]1CN([C@H](C)CO)C(=O)CCCn2nncc2CO[C@@H]1CN(C)C(=O)Nc1ccc(F)cc1 | 0.7
CC(C)COC(=O)N(C)C[C@H]1OCc2ccccc2-c2c(n(C)c3ccccc23)C(=O)N([C@H](C)CO)C[C@@H]1C | 0.8
